# Compound activity as filed in PubChem.
# NTR1 agonist: NTR1-driven beta-arrestin-GFP spot formation – imaging, U2OS cells, high content, primary screen (AID 493036) | P30989 | agonist mode | activation, % at 20 µM | 0.17% of 330,000 active;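 active means activation at or above 40% of the spot to cytoplasm intensity ratio, with at least 20 cells analyzed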;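 further: 0% = DMSO without peptide and 100% = 100 nM NTR1 peptide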
# Target sequence (P30989 whole entry, looked up): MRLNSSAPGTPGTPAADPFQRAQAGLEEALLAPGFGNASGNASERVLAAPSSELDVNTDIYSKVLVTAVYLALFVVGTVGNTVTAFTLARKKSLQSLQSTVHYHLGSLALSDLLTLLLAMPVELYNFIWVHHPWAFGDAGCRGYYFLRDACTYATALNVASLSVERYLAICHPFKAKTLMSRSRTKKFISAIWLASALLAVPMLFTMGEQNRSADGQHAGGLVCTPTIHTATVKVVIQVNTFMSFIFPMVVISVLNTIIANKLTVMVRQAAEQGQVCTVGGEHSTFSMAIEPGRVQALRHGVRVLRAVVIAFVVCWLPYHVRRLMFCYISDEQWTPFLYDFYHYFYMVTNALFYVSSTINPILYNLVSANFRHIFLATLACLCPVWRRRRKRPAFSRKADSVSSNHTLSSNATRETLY
# NTR1 agonist cell count 20 µM: also measured in NTR1 agonist; calls as there; cell count; measured here: cell count, cytotoxicity flag
# * hit, by the source's call.
structure	NTR1 agonist	NTR1 agonist cell count 20 µM
Cc1cc(S(=O)(=O)NC[C@H]2O[C@@H](n3cnc4c(N)ncnc43)[C@H](O)[C@@H]2O)c(C)s1	-2.7	55
COc1cccc2sc3cc(NCCCN4CCOCC4)ccc3c(=O)c12	2.9	64
COc1ccc(C(=O)Nc2cc(Cl)ccc2-n2cncn2)c(OC)c1OC	-1.0	82
Cc1csc(=O)n1CC(=O)OCC(=O)N(CC(C)C)c1c(N)n(Cc2ccccc2)c(=O)[nH]c1=O	0.6	78
COc1ccc(NS(=O)(=O)c2ccc(C)c(C(=O)N(C)Cc3ccc(OC)cc3OC)c2)cc1	2.8	59
CCOC(=O)c1ccoc1CN1CCN(S(=O)(=O)c2ccc(C)c(C)c2)CC1	5.2	62
Cc1cccc(COc2ccc(S(=O)(=O)N3CCOCC3)cc2[N+](=O)[O-])c1	2.3	54
NC(=O)c1ccc(NC(=O)COC(=O)c2n[nH]c3ccccc23)cc1	-2.8	62
O=C(CN1CCCc2ccccc21)Nc1cc(S(=O)(=O)N2CCCC2)ccc1Cl	0.7	62
CCc1noc(C)c1C(=O)N(CC)CC(=O)Nc1ccccc1C(F)(F)F	2.5	60
CC(C)(CNC(=O)c1cccc(F)c1)CNC(=O)c1cccc(F)c1	-1.2	40
CCN(CC(=O)NCc1cccs1)C(=O)c1cc(S(=O)(=O)N2CCCCC2)ccc1Cl	2.0	47
Cc1ccc(OCCC(=O)OCC(=O)N2CCN(S(=O)(=O)c3ccc(C)cc3)CC2)cc1	5.7	45
O=C(OCC(=O)N1CCCCC1)c1cccs1	0.3	51
COc1ccc2sc(-c3ccccc3OC)c(-c3ccc4c(c3)OCCO4)c2c1	0.8	58
CCOC(=O)C1=CN(Cc2ccco2)S(=O)(=O)N(CC)C1c1ccc(C(F)(F)F)cc1 (stereo unspecified)	3.5	68
COc1ccc([C@H]2CC(=O)C=C(c3cc4ccccc4s3)C2)cc1	1.6	55
CS(=O)(=O)c1ccc(Cl)c(NC(=O)c2cccc(-n3cnnn3)c2)c1	1.6	58
CC(OC(=O)/C=C/c1ccccc1)C(=O)Nc1cccc(C#N)c1 (stereo unspecified)	4.3	46
CCN(CC)S(=O)(=O)c1cccc(C(=O)OCC(=O)NCc2ccccc2OC)c1	3.2	58

# Entries of single compounds from above. Screens in order: NTR1 agonist | NTR1 agonist cell count 20 µM
# CCN(CC)S(=O)(=O)c1cccc(C(=O)OCC(=O)NCc2ccccc2OC)c1 reads 3.2 | 58
# O=C(OCC(=O)N1CCCCC1)c1cccs1 reads 0.3 | 51
# O=C(CN1CCCc2ccccc21)Nc1cc(S(=O)(=O)N2CCCC2)ccc1Cl reads 0.7 | 62

# (cont.)
structure	NTR1 agonist	NTR1 agonist cell count 20 µM
CCN1CCN(S(=O)(=O)c2ccc(Cl)c(C(=O)NC3CC3)c2)CC1	-1.2	49
Cc1ccc(S(=O)(=O)NCC(c2ccc3c(c2)OCO3)N2CCOCC2)cc1 (stereo unspecified)	1.2	53
CCN(CC(=O)Nc1ccc(OC)cc1)C(=O)c1ccc(N2C(=O)CCC2=O)cc1	-1.4	70
Cc1ccc(C(=O)NCC(=O)N2CCCN(S(=O)(=O)c3ccc(C)cc3)CC2)cc1	-0.7	61
Cc1cc(Br)ccc1NC(=O)CN(C)C(=O)CNC(=O)Cc1ccccc1	-0.3	77
CCN(C(=O)CN1CCCCC1)c1c(N)n(Cc2ccccc2)c(=O)[nH]c1=O	2.1	53
O=C(CSc1ccccc1C(=O)O)Nc1ccc2c(c1)OCO2	-1.4	63
COCCn1c(N)c(N(Cc2ccccc2)C(=O)c2ccc(-c3ccc(Cl)cc3)o2)c(=O)[nH]c1=O	1.8	59
COc1ccc(C(=O)Nc2ccc3c(c2)OCCO3)cc1S(=O)(=O)N1CCOCC1	-1.9	46
O=S(=O)(Nc1ccc2cn[nH]c2c1)c1cc(Br)ccc1Br	-0.6	58
COc1ccc(CCNC(=O)COC(=O)c2cc(=O)[nH]c3ccccc23)cc1	5.4	64
COCCCN(C(=O)CCOc1ccccc1C)c1c(N)n(Cc2ccccc2)c(=O)[nH]c1=O	-0.6	53
Cc1ccc(S(=O)(=O)N2CCC(C(=O)Nc3ccccc3N3CCCC3)CC2)cc1C	0.0	34
COc1ccc(S(=O)(=O)N(C)C)cc1NC(=O)CN1CCN(C(=O)C2CC2)CC1	-0.6	46
Cc1ccc(N2C(=O)N(CC(=O)Nc3cc(F)ccc3C)C(=O)C2C)cc1 (stereo unspecified)	-1.3	55
Cc1ccc(S(=O)(=O)Nc2cccc(C(=O)NCCCN3CCCC3=O)c2)cc1F	-0.1	60
CC(NC(=O)COC(=O)COc1ccc(Cl)cc1)c1ccccc1 (stereo unspecified)	4.2	59
Nc1ccc(-c2c3ccc(=O)cc-3oc3cc(O)ccc23)c(C(=O)O)c1	-3.9	59
C=CCn1c2ccccc2c(=O)c2cc(C#Cc3ccccn3)ccc21	21.1	72
CCOc1ccc(C(=O)N[C@H](C(=O)Nc2ccc(S(=O)(=O)Nc3nccs3)cc2)C(C)C)cc1	1.9	77
Cc1ccc(C)c(OCCC(=O)NNC(=O)c2ccccc2F)c1	1.6	54
O=C(CN1CCCSc2ccccc21)N1CCN(S(=O)(=O)c2cccc(F)c2)CC1	-0.8	48
CC(=O)c1c(C)[nH]c(C(=O)OCC(=O)Nc2c(C)cccc2C)c1C	1.1	85
CCOC(=O)c1nn(-c2ccccc2Cl)c(=O)cc1OCC(=O)Nc1cccc(OC)c1	2.5	71
CC1CCCCC12NC(=O)N(CC(=O)Nc1ccccc1F)C2=O (stereo unspecified)	-0.8	66
O=C(CN1C(=O)NC2(CCCCC2)C1=O)Nc1ccccc1N1CCCC1	-0.5	69
CCCCN1CC(=O)N2[C@H]3c4ccccc4OC[C@@H]3[C@H](C(=O)OCC)[C@]2(C)C1=O	-0.1	61
CC(=O)c1ccc(NC(=O)C(C)OC(=O)c2ccc(Br)o2)cc1 (stereo unspecified)	1.2	57
Cc1ccc(S(=O)(=O)NCCN2CCN(S(=O)(=O)c3ccccc3Cl)CC2)cc1	-0.5	50
CCC(=O)NC(c1cc(Cl)c2ccccc2c1O)C1CC1 (stereo unspecified)	0.3	64
Cc1nc(SCC(=O)Nc2ccccc2Cl)c2c(C)c(C)sc2n1	11.0	68
CCN(Cc1nc2ccccc2c(=O)[nH]1)C(=O)c1ccc(C)c(NC(=O)c2ccco2)c1	0.4	52
C[C@H](CO)N1C[C@H](C)[C@@H](CN(C)Cc2ccc(-c3ccccc3)cc2)Oc2c(NC(=O)Cc3ccccc3)cccc2C1=O	4.6	58
O=S(=O)(c1ccccc1)N1CCN(Cc2cc3c(cc2Br)OCCO3)CC1	6.9	37
N#Cc1c(-c2ccccc2)cc(-c2ccc3c(c2)OCO3)[nH]c1=O	0.1	61
N#Cc1c2ccc([N+](=O)[O-])cc2[n+]([O-])n1-c1ccccc1	2.7	67
COc1cc(OC)cc(C(=O)N[C@H](C(=O)NC2=NCCS2)C(C)C)c1	0.6	43
CC1(C2CC2)NC(=O)N(CC(=O)Nc2ccc(Cl)c([N+](=O)[O-])c2)C1=O (stereo unspecified)	2.0	45
COc1ccc(NC(=O)C2CC2)cc1S(=O)(=O)N1CCOCC1	-2.4	62
O=C(CSc1ccccc1F)NCC(c1cccs1)N1CCOCC1 (stereo unspecified)	3.3	43
CC[C@H]1CCCCc2ccccc2[C@@H](C(=O)C[C@@H](O)CC(C)=O)OC1=O	2.3	57
CC(=O)c1cccc(S(=O)(=O)NCCCN2CCOCC2)c1	-0.5	57
CCCNC(=O)CN1CCN(S(=O)(=O)c2ccc(Br)s2)CC1	-0.2	65
COCCn1c(SCC(=O)NC2CC2)nc2ccccc21	-1.2	65
COc1ccccc1OCCNC(=O)C1CC(=O)N(Cc2ccc(C)cc2)C1 (stereo unspecified)	-0.2	70
CCN(C(=O)COC(=O)c1nccnc1N)c1cccc2ccccc12	0.4	56
COc1ccc(NC(=O)CSc2nc3[nH]c(=O)cc(O)c3s2)cc1OC	-0.7	95
CC(=O)NCCC(=O)Nc1ncc(S(=O)(=O)c2ccc([N+](=O)[O-])cc2)s1	-0.9	44
COc1ccccc1N1CCN(C(=O)c2ccccc2SCC(=O)N2CCCC2)CC1	0.7	58
COc1ccc(CN2C(=O)C(Cc3ccccc3)Nc3ncnc(N4CCc5ccccc5C4)c32)cc1 (stereo unspecified)	-0.1	87
COc1ccc(CNC(=O)C(=O)NCCC2CCCCN2S(=O)(=O)c2ccccc2)cc1 (stereo unspecified)	0.1	68
O=C(COc1ccccc1)NCC(=O)N1CCCCCC1	-0.2	67
c1ccc(N=Nc2ccc3cccccc2-3)cc1	1.2	51
CC(=O)Nc1ccc(NC(=O)C(C)OC(=O)c2cccs2)cc1 (stereo unspecified)	-2.0	59
CN(CC(=O)Nc1ccc(Cl)cc1)C(=O)c1cccc(S(=O)(=O)N2CCN(Cc3ccccc3)CC2)c1	5.2	55
COc1cc(CC(=O)OCC(=O)NCCc2ccc(S(N)(=O)=O)cc2)cc(OC)c1OC	0.2	59
CCCc1cc(=O)[nH]c(SCC(=O)Nc2cc(S(=O)(=O)N3CCOCC3)ccc2N(CC)CC)n1	1.5	56
CC(OC(=O)CCC(=O)c1ccc(Cl)s1)C(=O)NC1(C#N)CCCCC1 (stereo unspecified)	-2.6	48
CCN1CCN(c2ccc(S(=O)(=O)N3CCOCC3)cc2N)CC1	-0.9	63
CC1CCC(NC(=O)c2cc(C3CC3)nn2-c2ccccc2)CC1 (stereo unspecified)	5.3	102

# The listing continues:
structure	NTR1 agonist	NTR1 agonist cell count 20 µM
CNC(=O)COc1coc(CN2CCN(C(=O)c3ccco3)CC2)cc1=O	0.8	52
Cc1cccc(NC(=O)c2cccc(NC(=O)c3ccco3)c2)c1C	0.8	58
CN(Cc1nc2ccccc2c(=O)[nH]1)C(=O)c1cccc(S(=O)(=O)N2CCc3ccccc32)c1	-0.7	48
Cc1c(Cl)cnc(NC(=O)COC(=O)[C@@H](NC(=O)c2ccco2)C(C)C)c1Cl	4.0	36
CC(C)(Cc1ccccc1)/[N+]([O-])=C\c1ccc(C(F)(F)F)cc1	0.1	103
Nc1ccc(S(=O)(=O)NCC(=O)OCCOc2ccccc2)cc1[N+](=O)[O-]	1.2	64
C[C@H]1COC(=O)[C@H](Cc2ccc(F)cc2)C/C=C\C[C@H](CC(=O)N(CCO)Cc2ccccc2)C(=O)N1	5.6	40
CCOC(=O)c1nn(-c2ccc(F)cc2)c(=O)cc1OCC(=O)Nc1ccc(OCC)cc1	0.8	66
CC(Sc1nnc(-c2cccnc2)n1N)C(=O)NCCC1=CCCCC1 (stereo unspecified)	-0.5	69
O=C(COC(=O)c1c(Cl)cccc1Cl)Nc1cccc(S(=O)(=O)NC2=NCCCCC2)c1	-1.7	71
CC(C)c1ccc(C(=O)NNC(=O)c2n[nH]c(=O)c3ccccc23)cc1	-0.9	72
CCN(CC(=O)Nc1ccc(OC)cc1)C(=O)CSCc1c(C)noc1C	0.6	50
C=CC[C@@H](CC(=O)N[C@@H](CO)Cc1ccccc1)C(=O)N[C@H](COC(=O)[C@H](CC=C)CC(=O)OC(C)(C)C)Cc1c[nH]c2ccccc12	6.9	51
Cc1ccc(S(=O)(=O)N(C)C)cc1NC(=O)c1cc(-c2ccncc2)nc2ccccc12	0.8	60
Cc1ccc(Cl)cc1NC(=O)COC(=O)c1ccc(CN2CCCC2=O)cc1	3.5	57
O=C(OCC(=O)N(CCc1ccccc1)Cc1ccccc1)c1ccccc1[N+](=O)[O-]	5.3	58
Cc1ccc(S(=O)(=O)N2[C@@H](c3ccc(C(C)(C)C)cc3)C(C(=O)O)=CC[C@H]2c2ccc(Cl)c(Cl)c2)cc1	15.0	48
COc1ccccc1N(CC(=O)Nc1cc(S(=O)(=O)N(C)C)ccc1C)S(=O)(=O)c1cccs1	2.3	52
Cc1ccc(OCC(=O)N(C)CC(=O)N(CC(C)C)c2c(N)n(CC(C)C)c(=O)[nH]c2=O)c(C)c1	1.1	62
N#CCC(=O)Nc1ccc(C(=O)OCC(=O)NC(=O)NCc2ccco2)cc1	0.1	57
CCCCC1CCC(C(=O)Nc2ccc(N3CCOCC3)cc2N2CCOCC2)CC1 (stereo unspecified)	14.8	48
CCSc1nnc(NC(=O)CCN2C(=O)C3CCCCC3C2=O)s1 (stereo unspecified)	3.7	87
Cc1ccccc1C(=O)NCC(c1ccco1)N1CCc2ccccc21 (stereo unspecified)	0.0	58
COc1cc([C@@H]2OC[C@@H]3[C@H]2CO[C@@H]3c2ccc3c(c2)OCO3)ccc1O	-0.9	56
CCOC(=O)C1CCCN(C(=O)c2ccc(NC(=O)CC3SC(N4CCCC4)=NC3=O)cc2)C1 (stereo unspecified)	0.9	79
COc1ccc(C(=O)COC(=O)Cc2n[nH]c(=O)c3ccccc23)c(OC)c1	-0.2	43
Cc1ccc2c(c1)CCCN2CC(=O)Nc1cc(S(=O)(=O)N2CCCC2)ccc1Cl	-2.0	91
Cc1ccc(C(=O)OCc2nnc(-c3ccccc3)o2)cc1S(=O)(=O)N1CCOCC1	1.3	69
CCOC(=O)c1cc(C(C)C)sc1NC(=O)COC(=O)c1nccnc1N	0.4	58

# Reprinted at random: 4 compounds from above
structure	NTR1 agonist	NTR1 agonist cell count 20 µM
COc1ccc(C(=O)COC(=O)Cc2n[nH]c(=O)c3ccccc23)c(OC)c1	-0.2	43
CCSc1nnc(NC(=O)CCN2C(=O)C3CCCCC3C2=O)s1 (stereo unspecified)	3.7	87
CCOC(=O)C1CCCN(C(=O)c2ccc(NC(=O)CC3SC(N4CCCC4)=NC3=O)cc2)C1 (stereo unspecified)	0.9	79
Cc1ccc(C(=O)OCc2nnc(-c3ccccc3)o2)cc1S(=O)(=O)N1CCOCC1	1.3	69

# Some of the compounds tested; count on the stated rates, not on these rows.
